Compound activity: PubChem BioAssay, several laboratories
CAL PDZ inh: inhibitors of human CAL PDZ peptide binding | AID 504414 | purified CAL PDZ, TMR-peptide fluorescence polarization, 1 h | inhibition, % at 20 µM | hit rate 0.02% among 330,000;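 active = highest replicate inhibition of at least 40%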;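 also: plate controls were DMSO neutral control wells for no effect and unlabeled competitor peptide control wells for full effect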
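Test system: purified CerCALP PDZ construct; Compound dosing: one concentration, 20 µM compound; Also added: TMR-labelled reporter peptide T*-PRC34 bound in PDZ groove; Read-out: inhibition from polarization loss; Controls: unlabelled peptide and DMSO controls; Signal: FP readout, S and P plane fluorescence; Incubation: 1 h at RT.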
PfHsp90 yeast 2: growth inhibition of yeast expressing Plasmodium Hsp90; AID 504621; hit rate 0.32% among 310,000; inhibition, % at 9.4 µM; S. cerevisiae expressing PfHsp90, BacTiter-Glo ATP, 48 h; yeast lacking PDR1 and PDR3 efflux regulators;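 active = every replicate shows inhibition above about 80%, whatever the replicate mean, limit read from the data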;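 also: 0% = DMSO neutral controls and 100% = 20 µM radicicol positive controls; yeast relying on Plasmodium falciparum Hsp90 in place of its own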
PvdQ inh: P. aeruginosa PvdQ acylase inhibition. purified PvdQ acylase, fluorescence plate reader. inhibition, % at 10 µM. hit rate 0.063% among 340,000. AID 488965; in the data active = inhibition above about 30%, passing the limit was not always enough;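 also: 0% = vehicle neutral wells and 100% = reference inhibitor wells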
AddAB inh: less growth of phage-infected E. coli with AddAB; E. coli expressing H. pylori AddAB, absorbance growth; inhibition, % at 11.9 µM; hit rate 0.29% among 330,000; in the data active = inhibition above about 12%;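 also: 0% = vehicle wells of infected cells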
Ecoli viability: bacterial growth inhibition, counter-screen for AddAB inhibitors | E. coli V3065 growth, OD600 absorbance, 18 h | inhibition, % at 11.9 µM | hit rate 0.27% among 330,000 | AID 449728;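 active = inhibition above the campaign's mean inhibition across all tested compounds plus 3 SD, cut at about 9.9% in these data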;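 also: uninfected addAB+ strain grown without phage in ampicillin broth; 0% = DMSO wells and 100% = ciprofloxacin 0.95 µg/ml wells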
phage Ecoli inh: E. coli growth loss with phage present. growth absorbance. inhibition, % at 11.9 µM. hit rate 0.26% among 360,000. AID 651602; in the data active = inhibition above about 11%
Rtt109 Vps75: inhibitors of Candida albicans Rtt109/Vps75 histone acetyltransferase. purified Rtt109/Vps75, ThioGlo CoA-SH fluorescence, 4 h. inhibition, % at 34.9 µM. Q5AAJ8. hit rate 0.16% among 330,000;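 active = inhibition of at least 50% in every replicate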
Target sequence (Q5AAJ8 whole entry, looked up): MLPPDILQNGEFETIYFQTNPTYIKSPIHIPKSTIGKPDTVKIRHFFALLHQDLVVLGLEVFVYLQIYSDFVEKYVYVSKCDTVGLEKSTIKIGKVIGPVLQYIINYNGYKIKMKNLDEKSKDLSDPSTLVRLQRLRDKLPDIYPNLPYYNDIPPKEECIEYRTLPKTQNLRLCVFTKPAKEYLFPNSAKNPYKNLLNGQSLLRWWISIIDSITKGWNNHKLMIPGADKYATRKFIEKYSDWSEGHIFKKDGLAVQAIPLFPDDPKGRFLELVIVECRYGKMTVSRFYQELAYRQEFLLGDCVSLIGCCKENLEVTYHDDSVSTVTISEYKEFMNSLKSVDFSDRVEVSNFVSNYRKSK
Wnt bcat act: activates Wnt/beta-catenin signaling in a reporter cell assay; activator, plate reader; activation, % at 9.35 µM; hit rate 1.2% among 300,000; AID 743398; in the data active = activation above about 30%, passing the limit was not always enough;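 also: 0% = neutral control wells and 100% = positive control wells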
DAGLB inh: diacylglycerol lipase beta (human) inhibition; HEK293T DAGLB membrane lysate, EnzChek fluorogenic substrate; inhibition, % at 5.17 µM; hit rate 0.059% among 340,000; AID 504411; in the data active = inhibition above about 34%;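 also: 0% = enzyme with vehicle and 100% = wells lacking enzyme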
Target sequence (Q8NCG7 whole entry, looked up): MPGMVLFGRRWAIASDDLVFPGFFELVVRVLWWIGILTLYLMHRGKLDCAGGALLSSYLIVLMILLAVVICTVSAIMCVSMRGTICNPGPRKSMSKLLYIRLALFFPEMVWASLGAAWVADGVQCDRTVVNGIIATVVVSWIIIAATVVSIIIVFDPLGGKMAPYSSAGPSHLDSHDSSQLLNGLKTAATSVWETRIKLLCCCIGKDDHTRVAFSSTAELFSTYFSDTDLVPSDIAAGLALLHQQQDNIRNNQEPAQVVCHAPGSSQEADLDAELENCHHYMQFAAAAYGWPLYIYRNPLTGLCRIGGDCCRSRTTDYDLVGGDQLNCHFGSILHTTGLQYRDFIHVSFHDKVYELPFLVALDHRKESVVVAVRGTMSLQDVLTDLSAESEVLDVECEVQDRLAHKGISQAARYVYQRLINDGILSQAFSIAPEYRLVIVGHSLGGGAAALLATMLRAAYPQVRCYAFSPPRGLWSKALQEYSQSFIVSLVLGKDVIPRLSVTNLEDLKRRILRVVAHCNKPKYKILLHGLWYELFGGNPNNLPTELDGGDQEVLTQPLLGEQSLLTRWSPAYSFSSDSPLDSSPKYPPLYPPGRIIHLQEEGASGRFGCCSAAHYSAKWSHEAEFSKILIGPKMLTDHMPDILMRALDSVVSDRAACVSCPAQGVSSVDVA
Tat export inh: inhibitors of E. coli Tat protein transport | E. coli MC4100 TorA-mCherry Tat export, fluorescence | inhibition, % at 10 µM | hit rate 0.036% among 340,000 | AID 488895;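 active = mean replicate inhibition at least 50% and at least half of replicates individually reaching 50%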;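 also: exported cargo escapes ClpAP degradation while cytoplasmic cargo is degraded and loses fluorescence; 0% = median of neutral control wells and 100% = median of NaSCN control wells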
Numbers without * were called inactive; / = no result given.

SMILES	CAL PDZ inh	PfHsp90 yeast 2	PvdQ inh	AddAB inh	Ecoli viability	phage Ecoli inh	Rtt109 Vps75	Wnt bcat act	DAGLB inh	Tat export inh
C=CC[C@@H](CC(=O)NCCO)C(=O)NC[C@H](OC(=O)[C@@H](CC=C)Cc1ccc(F)cc1)c1ccccc1	-0.6	-3	-2	2.2	-0.7	2.2	12	-5	-1	11
Brc1ccc(C2NCCS2)cc1 (stereo not given)	-0.4	/	-12	0.8	-0.7	2.9	7	0	-1	1
COc1cc(NC(=O)CN(c2ccc(C)cc2)S(=O)(=O)c2c(C)noc2C)cc(OC)c1	-1.9	-9	0	0.5	0.8	3.0	17	2	-7	2
O=C(CN1C(=O)NC2(CCCCCCC2)C1=O)NC(=O)NCc1ccco1	-0.4	10	7	1.9	3.1	0.5	-3	-7	0	-6
COC(=O)CC/C(O)=C1\C(=O)CC(C)(C)CC1=Nc1ccccc1OC	-0.7	2	-21	-1.6	1.8	1.2	-7	1	-3	14
COc1ccc(N2CC(C(=O)Nc3cccc(C)n3)CC2=O)cc1 (stereo not given)	-2.8	3	-2	-1.5	-0.7	0.6	2	-2	0	-4
O=C(Cc1cccs1)NCC1CCCO1 (stereo not given)	-2.6	3	-10	-0.2	-2.2	0.8	1	-4	-2	-1
O=S(=O)(Nc1ccc(Cc2ccncc2)cc1)N1CCCC1	-1.6	-12	-17	0.5	-3.2	3.6	3	0	-2	3
CCCC1(CCC)NC(=O)N(CC(=O)Nc2cccc(OC)c2)C1=O	-1.2	-1	-17	0.1	1.8	3.0	0	/	2	27
COc1cc(/C=C/C(=O)OCC(=O)N2CCC(C)CC2)ccc1O	-2.2	14	-3	-2.2	-1.9	6.4	-9	0	-2	6
Cc1cccc(C)c1N/C=C/c1onc(C)c1[N+](=O)[O-]	0.6	13	0	1.8	1.5	1.8	6	/	-3	-9
O=C(C1Cc2ccccc2CN1C(=O)c1ccco1)N1CCN(c2ccccc2)CC1 (stereo not given)	-0.9	-9	4	-1.3	-0.3	3.3	13	-1	0	-3
C[C@H](CO)N1C[C@H](C)[C@@H](CN(C)Cc2ccc(-c3ccccc3)cc2)Oc2c(NS(=O)(=O)c3cn(C)cn3)cccc2C1=O	-0.5	1	0	0.4	-0.8	-1.0	4	-4	0	-13
COCCNC(=O)CCc1nnc2ccc(N3CCC(C)CC3)nn12	-0.2	-20	-7	2.6	-2.2	-0.4	10	0	3	-4
c1ccc(COC(CN2CCCCCC2)CN2CCCCCC2)cc1	1.1	-10	-13	3.5	-0.5	6.4	-6	-2	0	2
O=C(NC1CCCCC1)N(Cc1nc2ccccc2c(=O)[nH]1)C1CCCCC1	-3.1	-29	-6	0.6	0.1	3.1	-9	/	1	-15
O=C(CC(=O)NN=C1CCCCCC1)NCc1cccnc1	-2.7	49	10	5.8	-0.8	1.3	17	0	-1	3
O=C(O)C1CCCCC1C(=O)Nc1ccc(OCc2ccccc2)cc1 (stereo not given)	-28	-23	-4	2.1	0.6	1.6	9	3	4	3
NC(=O)c1ccc(/C(N)=N/S(=O)(=O)c2cc(C(F)(F)F)cc(C(F)(F)F)c2)cc1	/	/	/	0.3	-2.9	4.7	/	-1	/	/
COc1ccccc1/C=C1\SC(=O)N(CCC(=O)N2CCCCC2CCO)C1=O (stereo not given)	-1.3	6	2	3.7	-1.7	0.3	2	1	1	-3
O=C(Nc1ccccn1)c1cccnc1	0.2	2	4	3.8	-0.4	3.3	-11	/	0	-1
O=C(O)c1cccc(S(=O)(=O)Nc2ccc(-c3ccccc3)cc2)c1	-0.1	-15	-12	0.3	-2.1	1.7	0	1	9	6
CCOc1ccccc1NC(=S)N1C2CCC1CC(NC(=O)NC13CC4CC(CC(C4)C1)C3)C2 (stereo not given)	0.0	27	-9	3.5	-0.2	0.1	14	/	-6	-6
CC(C)CN(CC(C)C)C(=O)c1cc2c(=O)n3ccccc3nc2s1	-1.3	-19	-22	0.3	1.5	-1.6	2	0	-2	-1
O=S(=O)(O)CCS	1.3	-18	-6	1.4	0.0	4.1	-10	-6	0	-1

Looked up by structure from the entries so far:
SMILES	CAL PDZ inh	PfHsp90 yeast 2	PvdQ inh	AddAB inh	Ecoli viability	phage Ecoli inh	Rtt109 Vps75	Wnt bcat act	DAGLB inh	Tat export inh
O=C(O)c1cccc(S(=O)(=O)Nc2ccc(-c3ccccc3)cc2)c1	-0.1	-15	-12	0.3	-2.1	1.7	0	1	9	6
c1ccc(COC(CN2CCCCCC2)CN2CCCCCC2)cc1	1.1	-10	-13	3.5	-0.5	6.4	-6	-2	0	2
COc1ccc(N2CC(C(=O)Nc3cccc(C)n3)CC2=O)cc1 (stereo not given)	-2.8	3	-2	-1.5	-0.7	0.6	2	-2	0	-4
O=S(=O)(Nc1ccc(Cc2ccncc2)cc1)N1CCCC1	-1.6	-12	-17	0.5	-3.2	3.6	3	0	-2	3
NC(=O)c1ccc(/C(N)=N/S(=O)(=O)c2cc(C(F)(F)F)cc(C(F)(F)F)c2)cc1	/	/	/	0.3	-2.9	4.7	/	-1	/	/

Continuation.
SMILES	CAL PDZ inh	PfHsp90 yeast 2	PvdQ inh	AddAB inh	Ecoli viability	phage Ecoli inh	Rtt109 Vps75	Wnt bcat act	DAGLB inh	Tat export inh
OC(CSc1ccccc1)CN1CCN(c2ccc(Cl)cc2)CC1 (stereo not given)	-5.5	6	-2	/	/	3.2	1	-6	-9	-3
COc1ccc(-n2cnc3sc(-c4ccccc4)cc3c2=O)cc1	-2.0	14	-16	-0.2	-1.2	3.8	-7	/	-4	1
CC1CCCC(C)N1/N=C/c1ccc(O)c(O)c1 (stereo not given)	-0.8	3	-12	1.3	0.3	-0.5	2	-1	4	7
O=C1C2C3C=CC(C3)C2C(=O)N1CCCCN1C(=O)C2C3C=CC(C3)C2C1=O (stereo not given)	-0.3	6	-18	-0.5	2.2	2.4	6	/	-1	-5
CCOc1ccccc1NC(=O)COC(=O)c1ccc2ccccc2n1	1.6	16	17	2.9	-1.8	4.0	19	-1	-4	2
CC12CCC(=O)N1C(C(=O)OCC(=O)Nc1cccc(Br)c1)CS2 (stereo not given)	-1.1	/	-20	1.4	-0.2	-0.1	-2	3	1	0
O=C(CC(=O)N/N=C/c1ccccc1)NCc1ccccc1	-1.1	6	-14	1.3	-1.3	4.3	0	0	0	-1
O=C(CN(Cc1ccccc1Cl)C(=O)CNS(=O)(=O)c1ccc(F)cc1)NCC1CCCO1 (stereo not given)	-1.4	9	8	-1.1	0.7	1.2	3	-2	0	53*
CC(C)NS(=O)(=O)c1ccc(N2C(=O)c3ccccc3C2=O)cc1	-0.4	15	-14	-0.9	-3.0	2.7	-1	0	0	-6
COc1ccc(OC)c(/C=C2\SC(=S)N(Cc3cccnc3)C2=O)c1	0.1	-22	3	1.4	0.8	2.7	0	-8	-8	-7
COc1ccc(C(=O)Nc2ccc(S(=O)(=O)Nc3onc(C)c3C)cc2)c(OC)c1	/	0	-2	2.3	1.0	4.0	16	1	2	-6
COc1ccc2[nH]c3c(=O)n(Cc4ccncc4)cnc3c2c1	-2.3	-6	-16	-0.2	0.4	0.3	-15	3	-2	0
C=CCN(C(=O)CSc1nc2c(sc3ccccc32)c(=O)n1CCN(CC)CC)c1ccccc1	0.2	-18	-4	-2.2	-3.9	0.9	2	0	-3	24
O=c1cc(N2CCc3ccccc32)[nH]c(=O)n1-c1ccccc1	0.1	-20	-2	1.0	1.2	2.9	4	/	0	3
CCN(CC(=O)Nc1ccc(C)c(F)c1)CC(=O)NC(C)(C)C	-2.5	-8	-16	-1.0	0.9	2.5	-3	-4	1	5
O=C(N/N=C\c1ccccc1)c1ccccc1-n1cccc1	-0.3	-6	4	-0.7	1.2	4.2	3	-1	-3	-11
CC(C)OCC(O)CCc1n[nH]c(=S)n1-c1ccccc1 (stereo not given)	0.2	7	-3	1.4	-0.3	2.0	-3	/	-3	-6
COc1ccc(CCc2nnc(CCC(=O)N(C)Cc3ccnc4ccccc34)o2)cc1	-2.2	8	-14	-2.5	-1.2	3.9	-3	-5	1	-4
CCc1ncc(CN2CCCC(C(=O)Nc3cccc(-c4cccc(C)c4)c3)C2)cn1 (stereo not given)	-1.4	3	-3	1.1	-0.8	-0.4	9	-4	2	3
Cn1cccc1CC(=O)NNC(=S)Nc1ccc(Cl)cc1	-2.9	0	2	-0.8	-2.8	3.2	32	/	-2	-3
Cc1ccc(C)c(NCC(O)c2ccccc2)c1 (stereo not given)	-1.7	7	-14	0.7	1.6	3.4	-4	0	3	4
COc1ccc(OC)c(S(=O)(=O)N2CCC(C(=O)NC3CCCCC3)CC2)c1	-1.1	-9	6	3.7	-1.6	1.4	-4	-2	-2	12
COc1ccc(-c2sc(Nc3ccccc3)n[n+]2-c2ccc(F)cc2)c(C)c1C	-1.7	-16	-30	2.1	2.7	0.8	-5	1	-1	-4
O=S(=O)(c1ccc(F)cc1)N1CCN=C1SCc1cccnc1	-0.3	-12	-16	2.4	-0.1	3.9	-20	-7	-2	-9
CCOc1ccccc1OCC(=O)Nc1cc(S(=O)(=O)N2CCCCC2)ccc1N1CCN(CC)CC1	-0.6	/	-11	-1.4	-1.9	0.1	8	1	2	3

Additional structures:
SMILES	CAL PDZ inh	PfHsp90 yeast 2	PvdQ inh	AddAB inh	Ecoli viability	phage Ecoli inh	Rtt109 Vps75	Wnt bcat act	DAGLB inh	Tat export inh
Cc1ccccc1N(C(=O)c1csnn1)C(C(=O)NC(C)(C)C)c1ccncc1 (stereo not given)	-0.7	-21	-9	1.8	0.2	4.6	-5	-1	0	-4
CN(C1CCCCC1)S(=O)(=O)c1ccc(S(=O)(=O)N2CCN(C(=O)c3ccccc3F)CC2)cc1	-0.9	/	-8	1.2	0.4	2.8	7	/	-1	-2
CC(=O)c1csc(Nc2ccccc2Cl)n1	-1.2	26	-6	3.7	0.2	1.5	0	1	0	1
Cc1nc2ccccc2n1C1CCN(CC(=O)NCc2ccc(F)cc2)CC1	-3.4	18	-4	0.2	-2.9	4.2	-6	-3	0	-2
Cc1cccc(C(C)C)c1NC(=O)c1ccc(OCC2CCCO2)cc1 (stereo not given)	-1.6	/	1	-1.4	-2.1	-0.1	2	-1	-2	3
OC(COC(c1ccc(F)cc1)c1ccc(F)cc1)CN1CCCC(C(F)(F)F)C1 (stereo not given)	-3.0	-5	-13	-1.7	-2.6	-1.4	-4	-2	-2	-7
O=C(N1CCCCC1)C1(c2ccccc2)CCCCC1	-0.9	13	-17	-1.3	-0.3	2.1	-4	-1	-3	-6
CCC(Sc1ncccc1C(=O)O)C(=O)N1CCOCC1 (stereo not given)	0.2	-11	-14	0.4	0.2	1.8	-7	/	-1	-4
CCn1c(-c2ccc3ncccc3c2)n[nH]c1=S	-0.3	0	-3	2.5	0.1	2.2	-9	/	2	7
CC(C)c1ccc(NC(=O)Cn2ncn3c(cc4ccccc43)c2=O)cc1	-1.0	-35	-15	0.3	-1.7	1.4	1	-5	1	0
COC(=O)c1cc(OC)c(OC)cc1NC(=O)c1cc(C(C)(C)C)oc1C	-0.1	-7	9	0.0	-2.0	2.8	11	2	-1	1
Cc1ccc(C2CC2C(=O)NNC(=S)Nc2cccc(C)c2)cc1 (stereo not given)	-2.3	/	-14	2.1	3.2	3.9	/	-6	-2	4
Cc1ccc(NC(=O)CSc2nc3ccccc3c3nc(CCn4cncc4C)nn23)c(C)c1	-2.9	18	-16	1.5	0.0	2.4	-5	1	-2	-4
COc1ccccc1CC(=O)N(Cc1ccccc1)c1cccc(C)c1	-1.4	15	9	2.6	3.3	0.1	13	-3	-5	6
O=C(O)c1cc(N2C(=O)C3CC=CCC3C2=O)ccc1NCc1cccnc1 (stereo not given)	1.2	26	1	2.0	-1.5	1.5	-4	-5	1	-1

Rows are unselected; 1.9% or so of the library scored in one or more.
